# EWS-Fli inh = blocks EWS/Fli oncoprotein-driven transcription. AID 651661. inhibition, % at 12.6 µM. A673 NR0B1-luciferase reporter, viability-normalised. 350,000 compounds, 0.67% hits;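 active = mean inhibition of at least 50% after viability correction, with every replicate also passing that limit; inconclusive = mean reaches 50% but only one of two replicates passes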;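 also: firefly luciferase signal divided by Alamar Blue viability fluorescence both relative to DMSO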
# Xi reactivation = X-chromosome reactivation activator | XiGFP mouse fibroblasts, % GFP-positive cells imaging, 3 d; cells co-treated with 5-aza-dC sensitizer; scaled so ellipticine positive control = 100% | activation, % at 7.58 µM | 360,000 compounds, 0.055% hits | AID 743238;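 active = mean normalized replicate activation at least 10% and every replicate at or above 10%; inconclusive = only one of the two criteria met; inactive = mean below 10% and not all replicates reach 10%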;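 also: 0% = median of on-plate neutral control wells and 100% = ellipticine 6 µM median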
#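 Material: SV40-immortalized XiGFP fibroblast cells, line 68-5-11 | Buffer or medium: DMEM containing 5-aza-dC | Dosing: One concentration, pinned | Times: 3 d treatment, 15 min room-temperature fixation | Controls: Ellipticine 6 µM positive control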
# RAD54 branch = RAD54 (human) branch migration inhibition | 360,000 compounds, 0.14% hits | Q92698 | RAD54 Holliday junction branch migration, FAM/BHQ fluorescence | AID 602329 | inhibition, % at 10.4 µM;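 active = mean normalized replicate activity at least 40 and at least half of replicates scoring 40 or more; inconclusive = only one of the two criteria met; inactive = mean below 40 and under half of replicates reaching 40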;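 also: 0% = median of neutral control wells and 100% = median of positive control wells; inhibitors cause a drop in the FAM fluorescence signal; in these data hits start at about 50%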
# E-sel inducer = induces E-selectin expression in human endothelial cells; 260,000 compounds, 0.37% hits; activation, % at 7.58 µM; P16581; AID 686992; HUVEC E-selectin immunofluorescence imaging; normalized: neutral wells 0, TNF-alpha wells 100;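 active = mean E-selectin-positive cell signal at least 10% of the positive control, reached in at least 60% of replicates, without over 20% cell loss; inconclusive = no rule given, readout overlaps actives, possibly toxicity-flagged; inactive = the rest, including those meeting only one limit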;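 also: in these data hits start at about 27%; measured in HUVEC primary endothelial cells; signal is the percent of cells scored E-selectin positive by PE staining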
#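 Test system – human umbilical vein endothelial cells (HUVEC), E-selectin induction · Input – 3,000 HUVEC seeded per well · Buffer or medium – EGM-2, gelatin · Compound dosing – single-point compound dose · Detection – immunofluorescence imaging · Measure – percent E-selectin-positive cells · Controls – TNF-alpha high, DMSO low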
# S100A4 MyoIIA = S100A4-myosin IIA interaction inhibition; S100A4/TAMRA-MyoIIA peptide fluorescence polarization; inhibition, % at 10.7 µM; P26447; 360,000 compounds, 0.14% hits;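 active = mean inhibition of at least 70% across replicates, with every replicate also reaching that level; inconclusive = mean inhibition reaches 70% but some replicates fall short; inactive = mean inhibition below 70%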
# Target sequence (P26447 whole entry, looked up): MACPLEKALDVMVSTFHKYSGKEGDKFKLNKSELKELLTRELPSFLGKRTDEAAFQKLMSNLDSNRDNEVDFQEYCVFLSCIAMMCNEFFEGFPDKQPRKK
#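 assay system = human S100A4 monomer with TAMRA-labelled myosin IIA peptide | also added = labelled myosin peptide probe, 5 nM | incubation = 5 min between mix addition and reading | control set = DMSO and TFP controls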
# FN deposition inh = fibronectin deposition inhibition. inhibition, % at 12.6 µM. AH1F fibroblasts, Alexa488-fibronectin deposition fluorescence, overnight. 350,000 compounds, 0.086% hits. AID 743247;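 active = mean inhibition across replicates of 30% or more, regardless of how many single replicates reach that level; inconclusive = mean under 30% yet at least half of replicates reach 30%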;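 also: positive control wells lacked labelled fibronectin entirely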
#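 Assay system: AH1F fibroblasts / Quantity: 10000 cells per well / Medium: DMEM plus 2% serum, read in PBS / Reagent: labelled fibronectin 24 nM / Dosing: single dose, pinned / Times: 1 h cell attachment, overnight exposure to compound and label / Signal: fluorescence, ex 485 nm, em 525 nm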
# RAD52 anneal inh = blocks human RAD52 DNA annealing. 360,000 compounds, 0.46% hits. inhibition, % at 18.7 µM. recombinant RAD52 DNA annealing, FRET fluorescence. P43351. AID 651710;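 active = every replicate showing at least 50% inhibition; inconclusive = mean inhibition at least 50% but not in every replicate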
# Target sequence (P43351 whole entry, looked up): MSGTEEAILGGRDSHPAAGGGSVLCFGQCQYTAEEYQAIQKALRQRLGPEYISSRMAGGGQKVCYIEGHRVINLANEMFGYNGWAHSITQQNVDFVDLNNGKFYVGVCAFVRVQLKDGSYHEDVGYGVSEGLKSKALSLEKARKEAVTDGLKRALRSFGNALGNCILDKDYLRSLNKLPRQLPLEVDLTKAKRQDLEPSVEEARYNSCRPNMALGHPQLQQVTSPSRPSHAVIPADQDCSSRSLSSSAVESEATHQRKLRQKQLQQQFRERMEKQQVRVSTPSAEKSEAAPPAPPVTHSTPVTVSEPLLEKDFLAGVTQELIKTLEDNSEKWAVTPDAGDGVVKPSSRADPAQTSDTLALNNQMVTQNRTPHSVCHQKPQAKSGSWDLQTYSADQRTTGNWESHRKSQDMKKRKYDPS
# esBAF inh = SWI/SNF esBAF complex inhibition | 350,000 compounds, 2% hits | AID 602393 | mouse ES cells, Bmi1-luciferase knock-in reporter, 24 h; 100% = twice the neutral-well signal | reporter increase, % at 12.5 µM; in the data active = activation above about 40%; inconclusive = no clear call, values can overlap the other calls;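 also: 0% = median of the plate's neutral control wells and 100% = double that signal; a rise in the Bmi1 reporter signal indicates esBAF inhibition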
# * = called active by the depositor; ? = inconclusive; / = no result given; & = joins results of further samples.
SMILES | RAD54 branch | Xi reactivation | RAD52 anneal inh | S100A4 MyoIIA | FN deposition inh | EWS-Fli inh | esBAF inh | E-sel inducer
Cc1ccccc1S(=O)(=O)Cc1ccc(C(=O)NC2CC2)o1 | -9 | 0.0 | -3 | 1 | -4 | -5 | 1 | /
COc1ccc(-c2cc(C(=O)OCC(=O)N3CCCCC3)c3ccccc3n2)cc1OC | / | 0.0 | -55 | 0 | 6 | -17 | / | 1.2
CCOc1ccccc1OCCN1CCC(Cc2ccccc2)CC1 | 17 | 0.0 | / | / | 5 | / | -8 | /
CCNC(=S)/C(=C(/[O-])c1ccc([N+](=O)[O-])cc1)[n+]1ccccc1 | / | -0.1 | 5 | -12 | 3 | 3 | / | /
COc1cc(C(=O)NCC2CCCO2)ccc1OCc1ccccc1Cl (configuration not stated) | -8 | 0.2 | -13 | 16 | -2 | -8 | / | -0.1
COC(=O)C1CCN(CC(=O)Nc2ccccc2Sc2ccccc2)CC1 | / | 0.2 | -20 | 3 | 8 | 3 | / | 1.5
C=CCOc1c(Br)cc(/C=N/n2c(CC)n[nH]c2=S)cc1Br | / | 0.0 | 10 | 2 | 1 | -1 | / | /
O=C(NCc1ccc(Cl)cc1)C1CCN(c2nnc(N3CCCC3=O)s2)CC1 | -3 | 0.0 | -9 | -1 | 7 | -5 | -9 | 2.3
C[C@@H]1CN([C@@H](C)CO)C(=O)c2ccccc2-c2ccccc2CO[C@H]1CN(C)S(C)(=O)=O | -8 | 0.0 | 4 | 10 | 1 | -10 | -4 | -7.1
COc1ccc(NC(=O)Nc2ccc3c(c2)C(=O)N([C@H](C)CO)C[C@H](C)[C@@H](CN(C)C(=O)Nc2ccc4c(c2)OCO4)O3)cc1 | -1 | -0.1&0.0 | 7&-9 | -23&4 | -4 | -8&-3 | 2 | 0.1
C[C@H]1CN([C@@H](C)CO)C(=O)CCCn2nncc2CO[C@H]1CN(C)C(=O)OCc1ccccc1 | 1 | -0.4 | -8 | -26 | -5 | -2 | 0 | /
CC(=O)Nc1nnc(CCS(=O)(=O)c2ccc(C)c(C)c2)s1 | -6 | 0.0 | 9 | -3 | 0 | -1 | 0 | 0.9
Cn1c(N)nc(N)c(NC=O)c1=O | / | -0.1 | -17 | -7 | 4 | -2 | / | 0.2
CC(C)CNc1cccc2c1S(=O)(=O)N[C@H](CC(C)C)CO2 | / | 0.1 | -5 | -9 | -3 | -4 | / | 0.0
O=C(Nc1ccccc1)N1CCCCN2[C@H](CO)[C@@H](c3ccc(C#Cc4ccccc4)cc3)[C@@H]2C1 | -5 | 0.0 | -8 | 6 | / | 9 | / | -1.0
COc1ccc(N(CCC#N)C(=O)/C(C#N)=C\c2cccs2)cc1 | / | 0.1 | -9 | 11 | -9 | 13 | / | 5.9
COc1ccc(N2C(=O)[C@H]3[C@@H](C2=O)C2c4ccccc4C=NN2[C@H]3C(=O)C(C)(C)C)cc1 (some centres not stated) | -4 | 0.2 | -19 | 2 | 0 | 8 | 0 | /
CCOc1ccc(NS(=O)(=O)c2ccc(C(=O)N3CCN(c4ncccn4)CC3)cc2)cc1 | / | 0.1 | 1 | -17 | -4 | -1 | / | -3.5
NS(=O)(=O)c1ccc(NC(=O)c2cc(Cl)ccc2Cl)cc1 | 7 | 0.1 | 1 | 5 | 6 | 11 | -11 | /
C[C@H](CO)N1C[C@H](C)[C@@H](CN(C)C(=O)C2CCCCC2)Oc2cc(-c3ccccc3)ccc2S1(=O)=O | -4 | 0.5 | 7 | 1 | / | 8 | -4 | 0.1
CCn1nc(C)cc1C(=O)N1CCCC(C(=O)c2ccc3ccccc3c2)C1 (configuration not stated) | / | 0.0 | -13 | -4 | 1 | -9 | 13 | /
C[C@@H]1CN([C@H](C)CO)C(=O)c2cc(NC(=O)CCN3CCOCC3)ccc2O[C@H]1CN(C)Cc1ccc2c(c1)OCO2 | 6 | -1.0 | -1 | 14 | 8 | 2 | 1 | 0.0
C[C@H](CO)N1C[C@H](C)[C@@H](CN(C)CC2CC2)Oc2ccc(NS(=O)(=O)c3cn(C)cn3)cc2CC1=O | 2 | -0.8 | -1 | 2 | 1 | -14 | 6 | 0.0
COc1ccc2c3c(n(C)c2c1)[C@H](CO)N(CC1CCCCC1)CC31CCN(C(=O)CN(C)C)CC1 | / | 0.4 | -45 | 2 | / | -1 | / | -0.1

# Single entries from the list:
# For esBAF inh, CCn1nc(C)cc1C(=O)N1CCCC(C(=O)c2ccc3ccccc3c2)C1 (configuration not stated) has 13
# For S100A4 MyoIIA, COc1cc(C(=O)NCC2CCCO2)ccc1OCc1ccccc1Cl (configuration not stated) has 16

# New compounds follow:
SMILES | RAD54 branch | Xi reactivation | RAD52 anneal inh | S100A4 MyoIIA | FN deposition inh | EWS-Fli inh | esBAF inh | E-sel inducer
COc1ccc(Cl)cc1Cn1c(C)c(C(=O)NCc2ccc(F)cc2)sc1=O | 10 | -0.2 | 6 | -3 | -15 | 4 | 12 | /
Cn1c(NC(=O)c2ccc(F)cc2)c(-c2ccccn2)c(=O)c2ccccc21 | -3 | ? | -29 | 1 | 3 | 6 | / | -0.1
CN1C(=O)c2cc(NC(=O)Cc3cccs3)ccc2OC[C@@H]2O[C@@H](CC(=O)N[C@@H]3CCN(Cc4ccccc4)C3)CC[C@@H]21 | -2 | 0.2 | 17 | 7 | 11 | 1 | 4 | 0.5
CC(=O)c1ccc(NC(=S)NC(=O)/C=C/c2ccco2)cc1 | -5 | 0.4 | -35 | -1 | 6 | -48 | 34 | 0.1

# An excerpt from further up:
SMILES | RAD54 branch | Xi reactivation | RAD52 anneal inh | S100A4 MyoIIA | FN deposition inh | EWS-Fli inh | esBAF inh | E-sel inducer
O=C(Nc1ccccc1)N1CCCCN2[C@H](CO)[C@@H](c3ccc(C#Cc4ccccc4)cc3)[C@@H]2C1 | -5 | 0.0 | -8 | 6 | / | 9 | / | -1.0
COc1ccc(N(CCC#N)C(=O)/C(C#N)=C\c2cccs2)cc1 | / | 0.1 | -9 | 11 | -9 | 13 | / | 5.9
COc1ccc(N2C(=O)[C@H]3[C@@H](C2=O)C2c4ccccc4C=NN2[C@H]3C(=O)C(C)(C)C)cc1 (some centres not stated) | -4 | 0.2 | -19 | 2 | 0 | 8 | 0 | /
CCOc1ccc(NS(=O)(=O)c2ccc(C(=O)N3CCN(c4ncccn4)CC3)cc2)cc1 | / | 0.1 | 1 | -17 | -4 | -1 | / | -3.5
NS(=O)(=O)c1ccc(NC(=O)c2cc(Cl)ccc2Cl)cc1 | 7 | 0.1 | 1 | 5 | 6 | 11 | -11 | /
C[C@H](CO)N1C[C@H](C)[C@@H](CN(C)C(=O)C2CCCCC2)Oc2cc(-c3ccccc3)ccc2S1(=O)=O | -4 | 0.5 | 7 | 1 | / | 8 | -4 | 0.1
CCn1nc(C)cc1C(=O)N1CCCC(C(=O)c2ccc3ccccc3c2)C1 (configuration not stated) | / | 0.0 | -13 | -4 | 1 | -9 | 13 | /
C[C@@H]1CN([C@H](C)CO)C(=O)c2cc(NC(=O)CCN3CCOCC3)ccc2O[C@H]1CN(C)Cc1ccc2c(c1)OCO2 | 6 | -1.0 | -1 | 14 | 8 | 2 | 1 | 0.0
C[C@H](CO)N1C[C@H](C)[C@@H](CN(C)CC2CC2)Oc2ccc(NS(=O)(=O)c3cn(C)cn3)cc2CC1=O | 2 | -0.8 | -1 | 2 | 1 | -14 | 6 | 0.0
COc1ccc2c3c(n(C)c2c1)[C@H](CO)N(CC1CCCCC1)CC31CCN(C(=O)CN(C)C)CC1 | / | 0.4 | -45 | 2 | / | -1 | / | -0.1
COc1ccc(Cl)cc1Cn1c(C)c(C(=O)NCc2ccc(F)cc2)sc1=O | 10 | -0.2 | 6 | -3 | -15 | 4 | 12 | /
Cn1c(NC(=O)c2ccc(F)cc2)c(-c2ccccn2)c(=O)c2ccccc21 | -3 | ? | -29 | 1 | 3 | 6 | / | -0.1
CN1C(=O)c2cc(NC(=O)Cc3cccs3)ccc2OC[C@@H]2O[C@@H](CC(=O)N[C@@H]3CCN(Cc4ccccc4)C3)CC[C@@H]21 | -2 | 0.2 | 17 | 7 | 11 | 1 | 4 | 0.5
CC(=O)c1ccc(NC(=S)NC(=O)/C=C/c2ccco2)cc1 | -5 | 0.4 | -35 | -1 | 6 | -48 | 34 | 0.1

# Screens (PubChem BioAssay)
